# Pf Dd2 inh = inhibitors of Plasmodium falciparum Dd2 growth; Potency, µM (titrated, usually from 28.9 µM), for the others: at the top dose activity, negative = inhibition, usual class: inhibitors; 120,000 tested, 4.3% active; P. falciparum Dd2 growth, SYBR Green, 72 h; active = well fitted inhibition curve with a large enough effect; inconclusive = small, poorly fitted or top-dose-only effect; inactive = no such curve, though single readings can be large or run the other way;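 also: plate controls were DMSO vehicle for no effect and reference drug for full effect; nearly all actives have a fitted effect of over 65% in size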
#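 Infected erythrocytes (Dd2, 0.3% parasitemia, 2.5% hematocrit final) are added to compound in RPMI-1640/Albumax II medium, grown 72 h at 37C in low oxygen, then lysed with saponin/Triton-X containing SYBR Green and read by fluorescence.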
# * marks the source's active call; other numbers are inactive results; i = inactive; ? = inconclusive; & = joins results of further samples; [ ] = remark or other dose. Potency is read from the fitted curve at half-maximal effect. These rows are one share of the data, so the mix of outcomes need not match the whole.
SMILES,Pf Dd2 inh
O=C(Nc1ccc(-c2nc3cc(NC(=O)c4ccc(Cl)cc4)ccc3o2)cc1)c1ccc(Cl)cc1,14%
CCN1C(=O)C2CC3(CCN(C(=O)c4ccc(Cn5cncn5)o4)CC3)CN2C1=O (stereo unspecified),?
CCN(Cc1ccc(C)o1)C(=O)c1cccc(CCC(C)(C)O)c1,4%
O=C([C@@H]1C[C@H](F)CN1C(=O)c1cccs1)N1CCOCC1,35%
CC(=O)NC[C@H]1CCN(Cc2ccc(C#N)cc2)C[C@H]1N(C)C,-19%
O=C(Nc1cccc(F)c1)N1Cc2[nH]cnc2C[C@H]1c1nc(-c2ccccc2)no1,-24%[44.1 µM]
O=C1NCCCCCCN(Cc2ccc(C(F)(F)F)cc2)[C@H]2CCC[C@@H]12,?
CCN(CC)S(=O)(=O)c1ccc2c(c1)N(CC(=O)N1CCN(c3ccc(F)cc3)CC1)C(=O)CO2,?
COc1ccc(C(=O)N[C@H]2[C@H](O)[C@H](O)C[C@@H]2c2ccc(C(F)(F)F)nc2)cc1OC,2%[44.1 µM]
COc1cccc2sc(N(Cc3cccnc3)C(=O)c3ccc(S(=O)(=O)N(C)C)cc3)nc12,-21%
COc1ccc(C(=O)N[C@H]2C[C@H]3C(=O)Nc4ccccc4C(=O)N3C2)cc1,20%[44.1 µM]
O=C1CN(Cc2ccc(-c3ccsc3)cc2)CCN1c1ccc(Cl)nn1,-9%
Cc1noc(C)c1C(=O)N[C@H]1CO[C@H]2[C@@H]1OC[C@H]2OCc1ccccc1,10%[44.1 µM]
CC(=O)N1CCC(Oc2ccccc2-c2nc(-c3ccccc3)no2)C1 (stereo unspecified),i
COc1ccc(-c2noc([C@@H]3Cc4nc[nH]c4CN3C(=O)Nc3ccccc3)n2)cc1,?
O=C(c1ccc(F)cc1F)N1CCC2(CC1)OCC(C(=O)N1CCOCC1)N2C(=O)c1ccccc1 (stereo unspecified),-5%
COCCN1C(=O)CC[C@]2(C(=O)NCc3cccs3)CCCC[C@@H]12,-7%
O=C(CC1CCCC1)N1CCC(c2nc(CCOc3ccc(F)cc3)no2)C1 (stereo unspecified),i
O=C(CN1C(=O)CCSc2ccc(S(=O)(=O)N3CCCC3)cc21)Nc1cccc(Cl)c1,i
Cc1ccc(CN2CCc3nc(C4CC4)nc(-c4ccc(O)cc4)c3CC2)cc1,?
Cc1ccc2c(CNCCc3ccc(Cl)cc3)c(C(=O)O)n(Cc3ccc(F)cc3)c2c1,-16%
CCCn1ncc(-c2nc(Cc3cccs3)nn2CC(=O)O)c1C,-5%
CCOC(=O)N1CCc2c(sc(NCc3cccs3)c2C(=O)Nc2ccc(OC)cc2OC)C1,-6%
CN1CCC(C(=O)N2Cc3ccccc3CC3(CCN(Cc4ccccn4)C3)C2)CC1 (stereo unspecified),-21%
CCOC(=O)c1c(S(=O)(=O)N2CCCC(C(=O)Nc3ccc(C)cn3)C2)c(C)n(C)c1C (stereo unspecified),14%
Cn1ncc2c(N3CCN(c4ccc(F)cc4)CC3)ncnc21,-10%
CCC1Oc2ccc(NC(=O)Cc3cccs3)cc2CN(C2CCCc3ccccc32)C1=O (stereo unspecified),?
COc1ccc(NC2CCCN(C(=O)C(=O)CC(C)C)C2)cc1OC (stereo unspecified),19%
CCOC(=O)C1CCCN(C(=O)Cn2ncc3c4ccccc4n(C)c3c2=O)C1 (stereo unspecified),-23%
CCN(C(=O)CCc1nc(-c2ccc(C)cc2)no1)c1cccc(Cl)c1,-27%
Cc1cc(S(=O)(=O)N2C[C@@H](F)C[C@H]2C(=O)N2CCc3ccccc3C2)ccc1F,37%[activator]
CC1(c2cccnc2)N(Cc2ccccc2)C(=O)OC12CCN(C(=O)c1cnccn1)CC2 (stereo unspecified),-6%
CCC(C(=O)N1CCN(c2ccccc2)C(=O)C1)N1Cc2ccccc2C1=O (stereo unspecified),9%
c1cncc(CN2CC[C@H](c3nc4ccccc4[nH]3)C2)c1,-21%[44.1 µM]
Cc1ccc2oc(-c3ccc(C)c(NC(=O)c4ccc(N5CCC(C)CC5)c([N+](=O)[O-])c4)c3)nc2c1,29%
CCS(=O)(=O)c1ccc(O)c(Nc2cc(C)nc(SC)n2)c1,-8%
CCc1cnc(C)nc1N1CCN(Cc2ccccc2F)C(CCO)C1 (stereo unspecified),-27%
O=C1NCCCCCCN(C(=O)COc2ccccc2)[C@H]2CCCC[C@@H]12,-25%
O=C(c1cnc2c(c1)N([S+](=O)([O-])c1cccnc1)CCC2)N1CCC[C@@H]1c1ccc(F)cc1,-1%
O=C(CCS(=O)(=O)c1cc(Br)cc2c1N(C(=O)C1CC1)CC2)N1CCN(c2cccc(C(F)(F)F)c2)CC1,10µM*
Cc1c(C(=O)Nc2ccc(C(C)C)cc2)sc2nc[nH]c(=O)c12,-12%
CCCN(CCC)C(=O)Cn1c(=O)n(-c2ccc(Cl)cc2)c(=O)c2c3c(sc21)CCCCC3,37%[activator]
Cn1cc(S(=O)(=O)N2CCCC2)cc1C(=O)Nc1ccc(C(F)(F)F)cc1,?
Cc1ccccc1OCc1nc(C2CCOC2)no1 (stereo unspecified),-14%
Cc1ccc(S(=O)(=O)NCC2(C)CCOCC2)c(C)c1,-2%

# The closing 5 records of the section before are carried over, then new ones follow.
SMILES,Pf Dd2 inh
Cc1c(C(=O)Nc2ccc(C(C)C)cc2)sc2nc[nH]c(=O)c12,-12%
CCCN(CCC)C(=O)Cn1c(=O)n(-c2ccc(Cl)cc2)c(=O)c2c3c(sc21)CCCCC3,37%[activator]
Cn1cc(S(=O)(=O)N2CCCC2)cc1C(=O)Nc1ccc(C(F)(F)F)cc1,?
Cc1ccccc1OCc1nc(C2CCOC2)no1 (stereo unspecified),-14%
Cc1ccc(S(=O)(=O)NCC2(C)CCOCC2)c(C)c1,-2%
CN(C)C(=O)c1cc(Br)cn2ccnc12,25%&20%[44.1 µM]
NCc1cccc(-c2cccs2)c1,?
O=C1NCCCCCN(S(=O)(=O)c2ccc3c(c2)CCC3)[C@H]2CCCC[C@@H]12,?
COc1ncccc1CNC[C@H]1Cn2c(-c3ccc(Cl)cc3)cnc2CO1,?
CC(C)(C)c1ccc(C2NC(=O)c3n[nH]c(-c4cccs4)c32)cc1 (stereo unspecified),?
COc1ccccc1N1CCN(S(=O)(=O)CCNC(=O)COc2ccc(C(C)C)cc2)CC1,i
Clc1ccc(CNc2ncnc3onc(-c4ccc(Cl)cc4)c23)cc1,i
COCC(=O)N1CCOC[C@H](Oc2ccc(C(F)(F)F)cn2)C1,12%[44.1 µM]
COc1ccc(CCN(Cc2ccccn2)C(=O)[C@H]2CCC[C@H](O)C2)cc1,-13%
O=C(Nc1ccc(N2CCC(N3CCCCC3)CC2)c(C(=O)O)c1)c1ccc(Br)cc1,i
Cn1c(=O)[nH]cc(CC(=O)N2CCn3nc(Cc4ccccc4)cc3C2)c1=O,-4%
Cn1cc(C(NC(=O)c2ccc3c(c2)ncn3CCO)C2CC(O)C2)cn1 (stereo unspecified),-3%
CC(C)Cn1c(CN2CCN(c3cccc(Cl)c3)CC2)nc2c1c(=O)[nH]c(=O)n2C,-27%
COC[C@@H]1CN(C(=O)c2ccoc2)C[C@H]1c1ccncc1,23%
CCn1ncc(N2CCCC(CC(=O)NCc3ccc(Cl)cc3)C2)cc1=O (stereo unspecified),i
CCOc1ccc(NC(=O)c2cn(C)c(=O)c3cc(OC)c(OC)cc23)cc1,21%
COC[C@H]1CCCN1C(=O)[C@@H](C)C1CC[C@@]2(C)CC[C@H](NC(=O)c3cncnc3)[C@@H](C)[C@@H]2[C@H]1O (stereo partly specified),?
O[C@@H]1C[C@@H](c2nc(-c3ccccc3)no2)N(Cc2cc3ccccc3o2)C1,?
CCN1CCN(c2ncnc3c2CN(C2CCC2)C(=O)CN3C)CC1,?
COc1cccc(CC(=O)N2CCc3nn(C)c(=O)n3CC2)c1,15%
COc1cccc(N2C(=O)NC(=NC3CCCCC3)C23CCCN(Cc2ccsc2)C3)c1 (stereo unspecified),11µM*
O=C1C[C@H]2CC[C@@H](CN1)N2Cc1ccc(OCc2ccccc2)cc1,?
COc1ccc(Cl)cc1C(=O)NCc1nnc2ccc(-c3ccc(Cl)cc3)nn12,-21%
CCCS(=O)(=O)N1CC(=O)N(c2cc(C)ccc2C)C(C)(C(=O)NC2CCCCCC2)C1 (stereo unspecified),-3%
O=c1[nH]c(C2CCCN(CC3CCCC3)C2)nc2ccc(F)cc12 (stereo unspecified),2.2µM*
COCCN1C(=O)[C@H]2CN(Cc3cccc(OC(F)(F)F)c3)C[C@H]2C1=O,11%
O=C(NCC(c1cccnc1)N1CCc2ccccc2C1)c1ccc(F)c(F)c1 (stereo unspecified),?
CN(C)Cc1nnc(C2CC(NC(=O)c3ccc4c(c3)CCCO4)C2)n1C (stereo unspecified),6%
CCc1ccc2oc(-c3cccc(NC(=O)c4ccc(N5CCC(C)CC5)c([N+](=O)[O-])c4)c3)nc2c1,7.9µM*
COC[C@H]1C[C@@H](NC(=O)c2ccccc2)[C@H](O)[C@@H]1O,18%[44.1 µM]
Cc1ccc(S(=O)(=O)NC[C@H]2OC[C@@H](NC3CCOCC3)[C@@H]2O)cc1,-1%[44.1 µM]
CC(=O)N(C)CCc1noc(C2CN(C(=O)Cn3c(=O)oc4ccccc43)C2)n1,10%
O=C1[C@@H]2C[C@@H](O)CN2C2(CN(Cc3ccc(OC(F)(F)F)cc3)C2)C(=O)N1Cc1ccccc1Cl,-4%
COc1cccc(NC(=O)C2N(C(C)C)C(=O)C23CCCCC3)c1 (stereo unspecified),-17%
Cc1ccncc1C(=O)N1CCC2(CC1)CC(CO)N(C(=O)c1ccccc1)C2 (stereo unspecified),26%
CC1=C(C(=O)Nc2cccnc2)C(c2cccc(F)c2)n2nc(SCc3ccccc3F)nc2N1 (stereo unspecified),-26%
CC1=C[C@@H](CNCC(C)C)[C@H](C(C)C)C[C@H]1Cc1nc2c(C)cccc2[nH]1,?
Cc1cc(F)ccc1OC1CN(Cc2ccc(N(C)C)cc2)C1,?
CCC(=O)N1CCN(c2nc3c(s2)CC(C(=O)N2CCCCC2)CC3)CC1 (stereo unspecified),i
CNC(=O)c1noc([C@@H]2CC(F)(F)CN2Cc2cnn(C(C)C)c2)n1,50%[activator]
CCc1ccc(OC(=O)CSc2nnc(-c3ccc(OC)c(OC)c3)o2)cc1,5%
COc1ccc(N2CCN(C(=O)CCS(=O)(=O)c3cc(Br)cc4c3N(C(=O)C3CC3)CC4)CC2)cc1,5µM*
COc1ccc(CCNC(=O)Cn2nnc(-c3ccc(Cl)cc3)n2)cc1OC,i
CCOC(=O)c1ccc(NC(=O)N2Cc3[nH]cnc3C[C@H]2c2nc(-c3ccncc3)no2)cc1,?
COc1ccc(C(=O)Nc2nnc(S(=O)(=O)N(C)c3ccc(Cl)cc3)s2)cc1OC,0%

# As a working copy, two of the compounds above:
SMILES,Pf Dd2 inh
O=C(Nc1ccc(-c2nc3cc(NC(=O)c4ccc(Cl)cc4)ccc3o2)cc1)c1ccc(Cl)cc1,14%
CCN1C(=O)C2CC3(CCN(C(=O)c4ccc(Cn5cncn5)o4)CC3)CN2C1=O (stereo unspecified),?

# (listing goes on)
SMILES,Pf Dd2 inh
Cc1cccc(C2CC(=O)Oc3c2c(=O)n(C)c2ccccc32)c1 (stereo unspecified),64%[activator]
CSc1nc(C)cc(Nc2cccc(C(=O)O)c2)n1,11%[0.594 µM]
O=C(NC1CCN(c2cc(-c3cccs3)[nH]n2)C1)c1ccccn1 (stereo unspecified),?
COc1ccc(-c2cc3nc(C)c(CCC(=O)N4CCN(c5cc(C)ccc5C)CC4)c(C)n3n2)c(OC)c1,?
Cc1nc(C2CCCCN2C(=O)c2ccc(F)cc2)n[nH]1 (stereo unspecified),-3%
CCOC(=O)c1ccc(N2C(=O)c3n[nH]c(-c4ccco4)c3C2c2cccc(O)c2)cc1 (stereo unspecified),?
CCN(C(=O)Cn1cc(S(=O)(=O)Cc2ccccc2Cl)c2ccccc21)c1ccccc1,?
COC(=O)CNC(=O)N1CC[C@H]2C(=O)NCCCCCCN(Cc3ccncc3)[C@@H]2C1,17%
c1cnc(Oc2cccc(CN(Cc3ccsc3)CC3CCCO3)c2)nc1 (stereo unspecified),-16%
COc1ccc(-c2ccc(-c3nc(CC(C)C)no3)cn2)c2cccnc12,?
CN(Cc1ccccc1)Cc1nnc2cc(-c3nc(-c4ccccc4)no3)ccn12,i
O=C(c1cccc(Cl)c1)N1CCC(c2nc3c(nnn3Cc3ccc(F)cc3F)c(=O)[nH]2)CC1,2µM*
Cc1ccc2c(c1)nc1n2[C@@H](CNS(=O)(=O)Cc2ccccc2)COC1,i
COCc1nc(C2CCCN(C(=O)COc3ccccc3)C2)no1 (stereo unspecified),0%
Cc1noc(-c2cn(C3CCN(C(=O)Cc4ccc(F)cc4)CC3)nn2)n1,-9%

# Among those listed so far, these have a COOH group.
SMILES,Pf Dd2 inh
Cc1ccc2c(CNCCc3ccc(Cl)cc3)c(C(=O)O)n(Cc3ccc(F)cc3)c2c1,-16%
CCCn1ncc(-c2nc(Cc3cccs3)nn2CC(=O)O)c1C,-5%
O=C(Nc1ccc(N2CCC(N3CCCCC3)CC2)c(C(=O)O)c1)c1ccc(Br)cc1,i
CSc1nc(C)cc(Nc2cccc(C(=O)O)c2)n1,11%[0.594 µM]

# (next part)
SMILES,Pf Dd2 inh
CC(=O)N1CCN(C(=O)C[C@@H]2c3nc(NC(=O)C4CCCCC4)sc3C[C@@H]3[C@](C)(CO)[C@H](O)CC[C@]32C)CC1,-3%
C/C=C/CC(=O)N1CCC2(CCN(Cc3cccc(F)c3)CC2)C(CO)C1 (stereo unspecified),-20%
O=C(c1ccccc1F)N1CCC(c2nn(-c3ccc(Cl)cc3)c(=O)[nH]2)CC1,i
Cc1ccccc1OCCSc1nc2ccc(NC(=O)c3ccco3)cc2s1,2.2µM*
COc1cc(NC(=O)CNC(=O)Cn2ccc3ccccc3c2=O)cc(OC)c1OC,-17%
